Compound activity from PubChem.
GCN5L2 inh: qHTS Assay for Inhibitors of GCN5L2 | Histone acetyltransferase KAT2A (Homo sapiens), Q92830 | GCN5L2 HAT assay, ThioGlo1 CoA-SH fluorescence | Potency, µM (doses to about 58.9 µM), for the others: at the top dose activity change, negative = inhibition, usual class: inhibitors | actives 0.21% (n = 390,000) | AID 504327, 2011
Target sequence (Q92830 whole entry, looked up): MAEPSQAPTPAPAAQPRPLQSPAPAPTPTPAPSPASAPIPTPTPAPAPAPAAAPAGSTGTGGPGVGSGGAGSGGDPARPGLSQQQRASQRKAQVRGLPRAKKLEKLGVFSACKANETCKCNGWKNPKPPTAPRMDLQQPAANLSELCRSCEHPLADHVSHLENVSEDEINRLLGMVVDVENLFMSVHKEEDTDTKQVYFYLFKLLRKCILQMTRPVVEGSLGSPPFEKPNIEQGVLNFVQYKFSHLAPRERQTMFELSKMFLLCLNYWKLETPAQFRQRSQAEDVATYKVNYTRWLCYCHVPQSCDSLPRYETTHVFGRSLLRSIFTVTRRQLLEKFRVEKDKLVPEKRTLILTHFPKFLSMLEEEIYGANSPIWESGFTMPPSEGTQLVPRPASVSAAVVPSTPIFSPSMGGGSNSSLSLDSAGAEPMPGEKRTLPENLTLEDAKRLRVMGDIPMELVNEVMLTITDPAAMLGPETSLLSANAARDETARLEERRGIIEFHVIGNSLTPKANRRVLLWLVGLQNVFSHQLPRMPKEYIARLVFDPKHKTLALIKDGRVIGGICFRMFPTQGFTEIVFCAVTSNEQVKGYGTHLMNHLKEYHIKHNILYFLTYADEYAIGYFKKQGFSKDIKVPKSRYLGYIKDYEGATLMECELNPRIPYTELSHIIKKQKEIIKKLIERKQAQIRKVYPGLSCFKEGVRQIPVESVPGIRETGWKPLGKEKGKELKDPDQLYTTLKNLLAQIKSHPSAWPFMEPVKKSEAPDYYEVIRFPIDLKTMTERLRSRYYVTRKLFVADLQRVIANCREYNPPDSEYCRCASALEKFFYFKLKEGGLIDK
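Preincubate 20nM GCN5L2 with compound 15 min, RT → add 50uM ThioGlo1 + 75uM H3(1-25) + 70uM acetyl-CoA → read fluorescence 0 and 20 min. Primary qHTS; fluorescent artifacts likely.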
FEN1 inh: qHTS Assay for the Inhibitors of Human Flap endonuclease 1 (FEN1); P39748; Recombinant FEN1 flap cleavage, fluorescence, 15 min; Potency, µM (top dose mostly 114 µM), for inactives: top-dose activity change, negative = inhibition, actives largely listed as inhibitors; actives 0.35% (n = 390,000); AID 588795, 2011; also: nearly all actives have a fitted effect of over 65% in size
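Concentration–response screening of FEN1 (10 nM): 15 min compound preincubation at room temperature, reaction started with 50 nM substrate and read at 0 and 15 min. Corrected, normalized data were fitted by a four-parameter Hill equation.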
N370S GC mod: qHTS Assay for Inhibitors and Activators of N370S glucocerebrosidase as a Potential Chaperone Treatment of Gaucher Disease. Lysosomal acid glucosylceramidase (Homo sapiens), P04062. N370S GC spleen homogenate, 4MU-glucoside fluorescence. Potency, µM (top dose mostly 59.4 µM), inactives show at the top dose activity change, negative = inhibition, hits mostly inhibitors. actives 0.092% (n = 330,000);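 also: 0% = full enzyme activity and -100% = no enzyme basal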
An asterisk follows results filed as active; ? = inconclusive; nt = not tested or not shown; & = joins results of further samples. Calls follow the shape of the dose curve; as a rule, active = well fitted curve in the direction sought with a large enough effect; inconclusive = small, poorly fitted or top-dose-only effect, or another doubt; inactive = no such curve, though single readings can be large; an effect the other way counts as inactive or inconclusive. Unless noted, % is scaled to controls: 0 for no effect and ±100 for the full control effect; potency is read from the fitted curve at half-maximal effect.

The line under a structure holds: N370S GC mod, GCN5L2 inh, FEN1 inh
> CCOc1ccc(S(=O)(=O)N2CCCCC2)cc1NC(=O)C1CCC1
    -4%, 0%, -1%
> COc1cc(/C=C2\C(=N)N3N=C(C)SC3=NC2=O)cc(Cl)c1OCCOc1ccc(NC(C)=O)cc1
    -4%, -9%, -16%
> O=C(Cn1nc(Cc2cccnc2)c2ccccc2c1=O)Nc1cccnc1Cl
    10%, -7%, 2%
> COc1ccc(NC(=O)CO/N=C2\CCCc3nonc32)cc1
    1%, 27%, -1%
> CCOC(=O)c1ccc(NC(=O)CN(C)S(=O)(=O)c2ccc(Br)s2)cc1
    16%, -7%, -12%
> CCN1CCN(c2nc(Nc3cccc(F)c3)nc(N)c2[N+](=O)[O-])CC1
    -7%, -21%, 4%
> Cc1cc(NC(=O)CSc2c(C)[nH]c3ccccc23)no1
    2%, -16%, -11%
> Cc1c(C(=O)NCCc2ccc(Cl)cc2)sc2nc3n(c(=O)c12)CCC3
    1%, -5%, 5%
> COC(=O)c1ccccc1OC(=O)c1ccc(Br)o1
    6%, -21%, -3%
> Cc1ccc2cc3cc(C(=O)Nc4ccc(F)cc4Cl)oc3nc2c1
    nt, -12%, -4%
> Oc1c(C(c2ccccc2F)N2CCOCC2)sc2nc(-c3ccco3)nn12 (stereo not drawn)
    nt, -10%, -6%
> CCCCOc1cccc(NC(=O)CSc2nccn2C)c1
    23%, -18%, -20%
> Cc1c(C(=O)Nc2ccc(Nc3ccccc3)cc2)cccc1[N+](=O)[O-]
    -16%, -17%, 3%
> CCOC(=O)c1sc2nc3c(SCCC#N)cc(C(=O)c4cc(F)ccc4O)cn3c(=O)c2c1C
    -6%, -11%, -13%
> Cc1ccc(C)c(S(=O)(=O)Nc2ccc(C(=O)NCCCN3CCCC3=O)cc2)c1
    3%, 2%, -2%
> CCc1nc(CNC(=O)c2cc(OC)c(OC)c(OC)c2)no1
    -2%, -4%, 3%
> Cc1ccccc1OCc1nc2c3cnn(-c4ccccc4Br)c3ncn2n1
    nt, -6%, 0%
> COc1ccc(C(=O)NCC(c2cccnc2)N2CCc3ccccc3C2)cc1OC (stereo not drawn)
    nt, -8%, -2%
> CN(C)c1nc(-c2ccccc2)ns1
    3%, 0%, -1%
> CC(=O)Nc1ccc(C(=O)NNS(=O)(=O)c2ccc(C)cc2)cc1
    -6%, -5%, 1%
> CC(OC(=O)c1cccs1)C(=O)NCC1CCCO1 (stereo not drawn)
    5%, -3%, -16%
> CCCCC(=O)Nc1cc(OCC)c(NC(=O)c2ccccc2[N+](=O)[O-])cc1OCC
    -3%, 2%, -4%
> Cc1ccsc1C1C2=C(CC(C)(C)CC2=O)Nc2ncnn21 (stereo not drawn)
    15%, -4%, -2%
> CC(C)(C)C1CCC(=O)N(CCSc2ccccc2)CC1 (stereo not drawn)
    -2%, 3%, -16%&-13%
> CCCN(CCC)CCCNC(=O)C1CCN(c2nc3ccc(CC)cc3s2)CC1
    nt, 1%, -5%
> COc1ccc(CC(=O)NC(=S)Nc2ccc(S(=O)(=O)NC(C)(C)C)cc2)cc1
    -7%, -6%, -6%
> COc1ccc(NC(=O)c2cccc(C#N)c2)cc1NS(=O)(=O)c1ccc(F)cc1
    13%, -3%, -1%
> Cc1cc(F)ccc1NC(=O)CCCN(C)S(=O)(=O)c1ccc(F)cc1
    -11%, -5%, -5%
> O=C(Cc1ccc(Cl)cc1)N1CCC2(CC1)NCCc1[nH]cnc12
    -10%, -11%, -3%
> Cc1ccc(-c2nnc(NC(=O)CCS(=O)(=O)c3ccccc3)o2)c(C)c1
    -18%, -8%, -6%
> COc1cc(OC)c(N(C)S(=O)(=O)c2cccc(C(=O)OCC(=O)NCc3ccco3)c2)cc1Cl
    2%, -15%, -7%
> Cc1cc2c(C)nc(N/N=C/c3ccc(F)cc3)nc2o1
    0%, -5%, 6%
> Clc1ccc(CNc2ncnc3onc(-c4ccc(Cl)cc4)c23)cc1
    nt, -12%, 8%
> COc1ccc(CCNC(=O)CSc2nnc(-c3ccc(C)cc3)c(-c3ccc(C)cc3)n2)cc1OC
    nt, -1%, -1%
> CCOc1cc(S(=O)(=O)NCc2ccco2)c(OCC)cc1-n1cnnn1
    2%, -3%, 2%
> Cc1cc(C)cc(OCC(=O)OCC(=O)Nc2ccc(Cl)cn2)c1
    0%, -5%, 2%
> Cc1cc(=O)oc(C)c1C(=O)NCCN(C)Cc1ccccc1
    -2%, -4%, 2%
> O=C(O)c1cccc2[nH]c(C(F)(F)F)nc12
    -5%, -1%, -6%
> CCCOc1ccc(/C=N/NC(=O)c2ccc(Cn3cc([N+](=O)[O-])cn3)o2)cc1
    9%, 0%, -5%
> COc1cccc(NC(=O)CN(C)C(=O)c2cc3c(s2)CCC3)c1
    -10%, -23%, -12%
> CC1Cc2ccccc2N1c1ncnc2c1nnn2Cc1ccccc1 (stereo not drawn)
    11%, 22µM*, -13%
> COCCn1c(=S)[nH]c2cc(C(=O)N3CCC(C(N)=O)(N4CCCCC4)CC3)ccc2c1=O
    ?, -21%, 4%
> CC(C)c1ccc2oc(-c3ccc(Cl)c(NC(=O)Cc4ccccc4)c3)nc2c1
    nt, -12%, 2%
> CCOc1cc(NC(=O)c2ccccc2[N+](=O)[O-])c(OCC)cc1NC(=O)CC(C)C
    6%, 2%, -15%
> COc1ccc(-c2cnnc(N/N=C/c3ccc(OC)c(OC)c3)n2)cc1
    22%, -7%, 4%
> CN(C)[C@@H]1CCC[C@@H]1OC(=O)C(c1ccccc1)c1ccccc1
    25%, -9%, -2%
> CCNc1ccc(C(=O)OCC(=O)c2cc(C)n(Cc3ccc4c(c3)OCO4)c2C)cc1[N+](=O)[O-]
    9%, 0%, 11%
> Cc1cccc(CSc2cccc3cccnc23)c1
    16%, -17%, -20%
> COc1ccc(CCC(=O)NCc2ccc3c(c2)CCN3C(=O)c2ccc(Cl)cc2)cc1
    nt, -9%, 3%
> CNC(=O)c1c(NC(=O)/C=C/c2ccccc2)sc2c1CCC2
    nt, -19%, -20%
> COc1ccc([C@H]2CC(=O)C=C(c3ccc(C)c4ccccc34)C2)cc1
    nt, -13%, 2%
> CC(C)n1c2ccccc2c2nnc(SCC(=O)Nc3ccccc3C(=O)O)nc21
    31%, 1%, -3%
> Oc1ccc2ccccc2c1/C=N/Nc1nnc(-c2ncc[nH]2)c2ccccc12
    -10%, 0%, -2%
> COc1ccc(NS(=O)(=O)c2cc3c(cc2C)N(C)CCO3)cc1
    0%, ?, 3%
> CCn1c(=O)cc(SCC(=O)N2CCN(c3ccccc3OC)CC2)c2ccccc21
    5%, -8%, -23%
> CCOC(=O)c1cc(C#N)c(=S)[nH]c1C
    11%, -11%, -19%
> CCCCn1c(N)c(N(CCC(C)C)C(=O)COC(=O)c2ccc(CC)cc2)c(=O)[nH]c1=O
    -8%, 1%, 0%
> Cc1cc(-n2c(C)cc(C(=O)COc3cc(F)ccc3[N+](=O)[O-])c2C)no1
    nt, -2%, -25%
> CCC(C(=O)NCc1ccco1)N(Cc1cccs1)C(=O)CNS(=O)(=O)c1ccccc1 (stereo not drawn)
    2%, -13%, -1%
> COc1ccc(OC(C)c2nnc(N)s2)cc1 (stereo not drawn)
    3%, -12%, -3%

The list continues:
The line under a structure holds: N370S GC mod, GCN5L2 inh, FEN1 inh
> COc1ccc(-n2cnnc2SCCC#N)cc1
    11%, -3%, -7%
> Cc1ccc2nc(Cl)c3cc(C(=O)NC4CCCCC4)sc3c2c1
    nt, 1%, 1%
> COc1ccc(N2CCN(C(=O)CSc3nc(-c4ccc(C(C)C)cc4)no3)CC2)cc1
    nt, 4%, 3%
> O=C(NCc1ccccc1Cl)C1CCN(S(=O)(=O)c2ccc(F)cc2)CC1
    1%, ?, -15%
> CCOC(=O)c1ncc2[nH]c3cccc(OC(C)C)c3c2c1C
    6%, 3%, nt
> NC(=O)C1CCN(c2ccc(S(=O)(=O)N3CCCCC3)cn2)CC1
    0%, -6%, 0%
> CCOC(=O)C(NC(=O)NCc1ccccc1)(OCC)C(F)(F)F (stereo not drawn)
    0%, -2%, 3%
> COc1cccc(CNC(=O)Nc2cccs2)c1
    -13%, -2%, -3%
> COc1ccc(NC(=O)COC(=O)CCCOc2ccc(Cl)cc2Cl)cc1
    1%, -6%, -3%
> CC(C)Nc1nc(Cl)nc(NCCOc2ccccc2)n1
    0%, 17%, 7%
> COc1cc(N)c(C(=O)c2nccc3cc(OC)c(OC)cc23)cc1OC
    0%, -3%, 8%
> N#Cc1ccc(/C=C/C(=O)c2ccccc2)cc1
    6%, -8%, -16%
> O=C(CSc1ccc(F)cc1)Nc1ccc(N2CCOCC2)c(Cl)c1
    -2%, -12%, -12%
> CCCc1cc(=O)[nH]c(SCC(=O)Nc2nc3ccc(OCC)cc3s2)n1
    5%, -5%, -11%
> CCc1ccc(NC(=O)c2ccc3c(O)c(S(=O)(=O)c4ccccc4)c(=O)[nH]c3c2)cc1
    nt, -18%, 6%
> O=C(CCCc1ccccc1)N1CCc2ccccc21
    18%, -1%, -16%
> COC(=O)c1c(NC(=O)c2cnccn2)sc2c1CCC2
    6%, -6%, -6%
> C=CCOc1cccc(CNc2cccc(C(=O)O)c2)c1
    2%, 1%, 18%
> CCn1nnc(NC(=O)C(C)Oc2ccc(Cl)cc2Cl)n1 (stereo not drawn)
    4%, 2%, -2%
> COc1ccc(C(=O)Nc2ccc(NC(=O)c3ccco3)cc2)cc1
    0%, -3%, -1%
> Cc1cc(C)c(S(=O)(=O)c2ccccc2)c(N2CCOCC2)n1
    3%, -7%, 31%
> Cc1ccc(C(=O)Nc2c3c(nn2-c2ccccc2)CS(=O)(=O)C3)cc1C
    -2%, -3%, -5%
> Clc1ccc(-c2nnc(CCc3ccccc3)o2)c(Cl)c1
    9%, -23%, -10%
> CCN(CC)S(=O)(=O)c1nnc(NC(=O)c2ccc(C(C)C)cc2)s1
    nt, -9%, 6%
> COC(=O)c1ccc(NC(=O)CN2C(=O)CC(c3ccccc3)Sc3ccccc32)cc1 (stereo not drawn)
    nt, 2%, 1%
> COCCN(C)C(=O)CCc1nnc(Cc2ccc(-c3ccccc3)cc2)o1
    1%, 11%, 4%
> Cc1cc(C)c2c3c(sc2n1)C(=O)N(c1ccccc1)CC(=O)N3
    -1%, -12%, 16%
> CN1C(=S)NC(C)(C)CC1(C)c1ccc(O)cc1O (stereo not drawn)
    1%, 2%, -8%
> COC(=O)c1ccccc1S(=O)(=O)N1CCC(C(=O)Nc2ccc(N3CCOCC3)cc2)CC1
    nt, -1%, -2%
> COc1ccc(CNc2ccccn2)c(O)c1
    0%, -13%, 11%
> C=CCNC(=O)c1ccc(Sc2ccc(C)cc2)c([N+](=O)[O-])c1
    9%, -5%, 2%
> CCc1nc2ccccc2n2c(-c3ccc(C)cc3)c3c(=O)n(C)c(=O)n(C)c3c12
    nt, -9%, -21%
> O=C(/C=C/c1cn(CC(O)CN2CCOCC2)c2ccccc12)c1cccs1 (stereo not drawn)
    ?, -9%, nt
> Cc1ccccc1CCNC(=O)c1cc(C2CC2)nc2c1cnn2C(C)C
    nt, -9%, -3%
> O=C(NC1CCCCC1)c1ccc(CSc2nc3cccnc3n2Cc2ccccc2F)cc1
    nt, -4%, 8%
> CC(C)[C@H](NC(=O)N1CCn2c1nc1ccccc12)C(=O)NC1CCCCC1
    -16%, -7%, 3%
> COc1ccc(NC(=O)CSc2nc3nc(C)cc(C)c3c(=O)[nH]2)cc1OC
    nt, -7%, -5%
> O=C1CCC(=O)N1c1ccc(-c2nc3ccccc3s2)cc1
    -1%, -9%, 17%
> Cn1c(Cc2ccccc2)nnc1SCc1cc(=O)n2ccsc2n1
    -10%, -4%, 1%
> CN(C(=O)CC(=O)Nc1ccc2nc3n(c(=O)c2c1)CCCCC3)c1ccccc1F
    nt, -5%, 3%
> O=C(O)c1nc(NCc2ccccc2)ncc1Cl
    -4%, -23%, -11%
> COc1ccc(C(=O)N2CCc3cc(OC)c(OC)cc3C2COc2ccc3c(C)cc(=O)oc3c2)c(OC)c1 (stereo not drawn)
    nt, -2%, 10%
> C=CCNC(=O)N[C@@H](CCSC)C(=O)OC
    1%, 2%, 0%
> CCOC(=O)C1CCN(C(=O)C(CCSC)NC(=O)c2ccccc2OC)CC1 (stereo not drawn)
    nt, 2%, 0%

Filtered by structure, those above containing a cyano group (five)
The line under a structure holds: N370S GC mod, GCN5L2 inh, FEN1 inh
> CCOC(=O)c1sc2nc3c(SCCC#N)cc(C(=O)c4cc(F)ccc4O)cn3c(=O)c2c1C
    -6%, -11%, -13%
> COc1ccc(NC(=O)c2cccc(C#N)c2)cc1NS(=O)(=O)c1ccc(F)cc1
    13%, -3%, -1%
> CCOC(=O)c1cc(C#N)c(=S)[nH]c1C
    11%, -11%, -19%
> COc1ccc(-n2cnnc2SCCC#N)cc1
    11%, -3%, -7%
> N#Cc1ccc(/C=C/C(=O)c2ccccc2)cc1
    6%, -8%, -16%
